Screens as filed in PubChem BioAssay.
NCOA1 inh: SRC1 coactivator transcriptional activity inhibitors, primary screen, cell-based, luminescence; inhibition, % at 3.6 µM; HEK293 GAL4-SRC1 luciferase reporter; 0.12% of 360,000 active; Nuclear receptor coactivator 1 (Homo sapiens), Q15788;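 active = inhibition above the campaign mean plus 3 SD, with each screening campaign given its own cutoff, cut at about 60% in these data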;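 also: 0% = DMSO treated cells and 100% = gossypol at 36 µM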
SRC3 inh: SRC3 coactivator transcriptional activity inhibitors, primary screen, cell-based, luminescence | Nuclear receptor coactivator 3 (Homo sapiens), Q9Y6Q9 | HEK293 GAL4-SRC3 luciferase reporter | inhibition, % at 3.6 µM | 0.17% of 360,000 active;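 active = inhibition above a per-campaign cutoff, the mean of all compounds plus 3 SD, cut at about 60% in these data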;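 also: 0% = DMSO-treated cells and 100% = gossypol-treated cells at 36 µM; higher means less SRC3-driven luciferase light from the GAL4 reporter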
Target sequence (Q9Y6Q9 whole entry, looked up, the tested form may be a part): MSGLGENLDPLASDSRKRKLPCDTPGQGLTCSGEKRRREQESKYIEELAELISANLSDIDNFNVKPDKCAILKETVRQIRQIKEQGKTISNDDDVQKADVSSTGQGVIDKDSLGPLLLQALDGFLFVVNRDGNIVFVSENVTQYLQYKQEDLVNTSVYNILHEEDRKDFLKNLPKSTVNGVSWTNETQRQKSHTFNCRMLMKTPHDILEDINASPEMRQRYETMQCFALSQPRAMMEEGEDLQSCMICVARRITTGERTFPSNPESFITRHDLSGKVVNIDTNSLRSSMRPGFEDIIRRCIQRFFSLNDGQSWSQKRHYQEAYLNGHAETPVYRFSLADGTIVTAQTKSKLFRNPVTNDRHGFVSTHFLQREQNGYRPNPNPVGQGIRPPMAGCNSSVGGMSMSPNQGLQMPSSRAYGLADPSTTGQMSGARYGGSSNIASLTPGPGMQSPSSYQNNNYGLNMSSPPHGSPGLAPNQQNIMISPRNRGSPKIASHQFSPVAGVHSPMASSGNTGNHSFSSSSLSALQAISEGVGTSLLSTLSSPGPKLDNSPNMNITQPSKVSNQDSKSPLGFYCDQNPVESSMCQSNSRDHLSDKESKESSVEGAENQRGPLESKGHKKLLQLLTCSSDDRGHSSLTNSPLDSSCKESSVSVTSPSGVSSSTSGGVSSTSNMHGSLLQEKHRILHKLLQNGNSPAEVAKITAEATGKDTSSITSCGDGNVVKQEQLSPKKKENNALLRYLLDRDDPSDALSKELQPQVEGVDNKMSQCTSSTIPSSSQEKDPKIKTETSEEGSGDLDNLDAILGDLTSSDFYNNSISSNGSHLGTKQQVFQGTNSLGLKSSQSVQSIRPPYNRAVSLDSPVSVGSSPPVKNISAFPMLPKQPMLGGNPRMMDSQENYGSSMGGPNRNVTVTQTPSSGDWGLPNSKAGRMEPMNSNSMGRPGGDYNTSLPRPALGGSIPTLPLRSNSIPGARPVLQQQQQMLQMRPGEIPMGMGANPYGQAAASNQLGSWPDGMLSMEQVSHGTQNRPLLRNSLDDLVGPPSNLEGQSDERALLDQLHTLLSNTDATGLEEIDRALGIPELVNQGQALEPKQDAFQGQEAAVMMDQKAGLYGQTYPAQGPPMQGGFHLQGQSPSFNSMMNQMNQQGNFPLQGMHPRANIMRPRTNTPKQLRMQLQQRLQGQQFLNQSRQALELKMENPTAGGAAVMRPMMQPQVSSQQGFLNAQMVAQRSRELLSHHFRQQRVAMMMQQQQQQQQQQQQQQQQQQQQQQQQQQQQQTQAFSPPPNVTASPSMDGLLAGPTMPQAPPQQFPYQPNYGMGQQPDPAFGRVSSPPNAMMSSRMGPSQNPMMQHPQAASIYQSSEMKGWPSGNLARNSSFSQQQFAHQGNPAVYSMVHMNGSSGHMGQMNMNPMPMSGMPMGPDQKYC
LRH-1 inv ag: LRH-1 (NR5A2) inverse agonists, primary screen, cell-based, luminescence, HEK293T, StAR-luciferase reporter | Nuclear receptor subfamily 5 group A member 2 (Homo sapiens), O00482 | LRH-1 transfected, 24 h | inhibition, % at 3.6 µM | 0.13% of 360,000 active | AID 602396, 2012;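 active = inhibition above the mean inhibition of all tested compounds plus 3 SD, cut at about 73% in these data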;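 also: 0% = DMSO wells and 100% = reporter-only cells lacking LRH-1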
TWEAK-Fn14 inh: inhibitors of TWEAK-Fn14 signaling, primary screen, luciferase reporter cells, uHTS. TWEAK-stimulated Fn14 reporter cells, luciferase luminescence, 8 h. inhibition, % at 10 µM. 2% of 360,000 active. AID 1159606, 2016; in the data active = inhibition above about 50%
ABHD5 PLIN5 PPI: ABHD5-PLIN5 interaction inhibitors, primary screen, cell lysate, split luciferase complementation, luminescence. Perilipin-5 (Homo sapiens) + 1-acylglycerol-3-phosphate O-acyltransferase ABHD5 (Homo …. inhibition, % at 4 µM. AID 602281, 2012. 0.78% of 360,000 active. Split G. princeps luciferase complementation, 4 h;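 active = inhibition above the mean inhibition across every tested compound plus 3 SD, cut at about 22% in these data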;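 also: 0% = DMSO only wells and the 100% control is not disclosed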
SRC2 inh: inhibition of GAL4-SRC2 driven luciferase reporter, primary screen, SRC2 inhibitor project, cell-based, luminescence | HEK293 GAL4-SRC2 luciferase reporter | inhibition, % at 9 µM | 0.17% of 370,000 active;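 active = inhibition above the mean inhibition of all tested compounds plus 3 SD, set per campaign, cut at about 52% in these data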;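 also: 0% = DMSO treated cells and 100% = cells given Gossypol at 36 µM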
NR2F2 inh: NR2F2 transcriptional activity inhibitors, primary screen, cell-based, luciferase reporter, HEK293T, luminescence; HEK293T NGFI-A luciferase reporter; 0.7% of 370,000 active; inhibition, % at 8.6 µM;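 active = inhibition above a per-plate cutoff, mean inhibition of test wells between control levels plus 3 SD, cut at about 38% in these data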;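 also: cells cotransfected with COUP-TFII expression vector driving the NGFI-A reporter; 0% = median of COUP-TF2 test wells and 100% = reporter-only cells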
TROY signal inh: inhibitors of TROY-driven NF-kB signaling, primary screen, Q293 LMP1-TROYcd cells, NF-kB luciferase, uHTS. inhibition, % at 10 µM. Q293 LMP1-TROYcd NF-kB luciferase reporter, 4 h. 0.98% of 360,000 active. AID 1347056, 2019;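 active = compounds whose plate-normalised and pattern-corrected inhibition of the luciferase reporter signal at the single screening dose is 50% or more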
NOD2 RIPK2 PPI: NOD2-RIPK2 binding disruptors in cells, primary screen, fluorescence, CHO cells, BLA complementation; CCF4 ratio; inhibition, % at 4.98 µM; 0.38% of 360,000 active; AID 624267, 2012; in the data active = inhibition above about 21%;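 also: 0% = vehicle only and 100% = reference blocker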
Granule exo inh: LAMP-1 surface exposure blockers, TALL-104 cells – cell-based, flow cytometry, MLPCN library, primary screen; TALL-104 LAMP-1 surface exposure; cells stimulated with thapsigargin and PMA; inhibition, % at 10 µM; 0.66% of 360,000 active;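 active = inhibition above about 55%, limit read from the data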
TLR9-MyD88 inh: inhibitors of TLR9-MyD88 association in cells, primary screen, cell-based, CHO, BLA complementation, fluorescence; Toll-like receptor 9 (Homo sapiens) + Myeloid differentiation primary response protein …; CCF4 FRET ratio; inhibition, % at 4.98 µM; 0.21% of 340,000 active;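 active = inhibition above the mean over all tested compounds plus 3 SD, cut at about 21% in these data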;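 also: 0% = DMSO only wells and 100% = clavulanate BLA inhibitor control wells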
* marks the source's active call; other numbers are inactive results; / = no result given. An excerpt (hit frequency here may not be typical).

SMILES	NCOA1 inh	SRC3 inh	LRH-1 inv ag	TWEAK-Fn14 inh	ABHD5 PLIN5 PPI	SRC2 inh	NR2F2 inh	TROY signal inh	NOD2 RIPK2 PPI	Granule exo inh	TLR9-MyD88 inh
Cc1cc(NC(=O)CCC(=O)N(Cc2ccc(F)cc2)C(C(=O)NC2CCCC2)c2ccco2)no1 (stereo unspecified)	0	12	3	22	8	-10	-13	18	7	-8	-2
CCCC(=O)Nc1nnc(SCC(=O)Nc2ccc3c(c2)OCCO3)s1	2	1	13	16	1	-7	5	-23	-2	-4	7
CCOC(=O)c1cc(-c2ccc(F)cc2)n(CC(=O)NCc2ccccn2)c1C	-16	-14	12	3	4	4	20	13	-4	-3	3
CCOc1ccccc1C1CC(=O)NC2=C1C(=O)CCC2 (stereo unspecified)	-7	14	24	7	9	-45	3	6	-9	1	3
COc1ccc(OC)c(-n2c(SCC(=O)NCc3ccco3)nnc2-c2c[nH]c3ccccc23)c1	3	1	-13	-16	2	-5	-6	-13	0	-3	-19
O=C(NCc1ccco1)c1csc2c1CCCCC2	-16	12	9	-2	3	-3	13	-25	-2	0	-9
COc1ccc(C2CC(c3ccccc3OC(C)=O)=NN2C(=O)/C=C/c2ccccc2)cc1 (stereo unspecified)	-12	-29	-19	20	-1	11	8	-4	-1	1	1
COc1cc(Cl)cc(/C=N\NC(=O)c2ccc3c(c2)OCO3)c1O	36	44	22	-59	5	15	11	-21	-3	3	10
CC(=O)Nc1ccc(S(=O)(=O)N2CCN(CC(=O)N3CCOCC3)CC2)cc1	-16	11	13	-3	-3	6	-1	-6	-14	2	/
CC(=O)Nc1ccc(-c2csc(NC(=O)CCNC(=O)c3ccco3)n2)cc1	-17	3	19	7	-3	-14	4	0	-6	-1	5
O=C(Nc1cccnc1)c1cc2cc(Br)ccc2oc1=O	6	12	-11	-1	2	-17	19	-36	-9	4	-2
CC(C)C[C@@H]1NC(=O)[C@H](C(C)C)NC(=O)c2cc([N+](=O)[O-])cc(I)c2OCC[C@@H](C(N)=O)NC1=O	1	9	-5	-5	-1	/	/	7	-17	-4	6
COCc1cc(=O)[nH]c(SCC(=O)N2CCOCC2)n1	6	4	1	-15	4	-15	-1	2	4	2	7
O=C(NCCCN1CCN(c2ccccc2F)CC1)C1CCC(=O)N1C1CCCC1 (stereo unspecified)	2	-22	-38	-11	-7	/	/	7	-19	1	-5
CCN1CCN(c2ccc(S(=O)(=O)N3CCCCC3)cc2NC(=O)c2ccccc2)CC1	-3	10	19	2	-1	-27	-8	-17	-2	0	-1
COC(=O)N1N=C(c2ccc(Br)cc2)CC1(O)C(F)(F)F (stereo unspecified)	-88	-50	-107	-7	-3	-50	-19	-53	-8	2	9
c1ccc(-n2nnnc2-c2cccnc2)cc1	4	8	-17	-8	1	-7	-18	-4	7	0	-4
O=C(O)Cc1ccc(NC(=O)c2ccc(NC(=O)c3ccco3)cc2)cc1	11	8	-15	0	1	2	-3	8	3	-3	1
CNC(=O)C[C@H]1C(=O)N(CCc2ccccc2)C[C@@H]1CSC	1	-1	12	-22	-5	-1	-8	-2	-6	-3	8
O=c1[nH]c2ccsc2c(=O)n1-c1ccc(F)cc1	-7	-4	-35	5	1	-24	2	1	-3	16	-5
O=C1c2cccc3cccc(c23)C(=O)N1CCO	-14	4	0	-14	2	-4	0	-20	-7	-11	-3
COc1ccc(NC(=O)CN2C(=O)NC3(CCCCCCC3)C2=O)cc1	-19	20	13	3	2	-18	-11	-16	8	-2	-3
O=CN1CCN(C(=O)c2ccc([N+](=O)[O-])cc2)CC1	-6	14	-1	-3	-2	-4	-16	-7	6	-2	13
CCn1c(C)nc2cc(S(N)(=O)=O)ccc21	9	3	1	1	4	-5	-8	20	0	-1	5
O=S(=O)(c1ccccc1F)N(Cc1ccco1)Cc1nnc(-c2ccccc2Br)o1	-13	-23	5	-7	22	2	6	-26	-5	1	3

In another format: entries from further up.
Values run as follows: NCOA1 inh, SRC3 inh, LRH-1 inv ag, TWEAK-Fn14 inh, ABHD5 PLIN5 PPI, SRC2 inh, NR2F2 inh, TROY signal inh, NOD2 RIPK2 PPI, Granule exo inh, TLR9-MyD88 inh
CCN1CCN(c2ccc(S(=O)(=O)N3CCCCC3)cc2NC(=O)c2ccccc2)CC1
→ -3, 10, 19, 2, -1, -27, -8, -17, -2, 0, -1
COC(=O)N1N=C(c2ccc(Br)cc2)CC1(O)C(F)(F)F (stereo unspecified)
→ -88, -50, -107, -7, -3, -50, -19, -53, -8, 2, 9

(next part)
SMILES	NCOA1 inh	SRC3 inh	LRH-1 inv ag	TWEAK-Fn14 inh	ABHD5 PLIN5 PPI	SRC2 inh	NR2F2 inh	TROY signal inh	NOD2 RIPK2 PPI	Granule exo inh	TLR9-MyD88 inh
CC(C)Oc1ccc(S(=O)(=O)N2CCCCC2)cc1NC(=O)C1CCC1	-7	-5	4	-4	-4	17	14	-12	-14	-3	0
C=CCNC(=O)CSc1nc2sc3c(c2c(=O)n1CCCOC)CCC3	8	-14	9	-10	3	-25	7	14	-13	0	-10
C/C(=N\NC(=O)c1ccn(C)n1)c1ccco1	-52	-55	-115	14	4	-38	-34	-18	1	-8	3
COCCCN=Cc1c(C)[nH]n(-c2ccc(Br)c(C)c2)c1=O	-89	-61	-99	65*	6	-41	-22	71*	4	-7	3
Cc1ccc(-n2nnnc2Sc2nc([N+](=O)[O-])nn2C)cc1C	4	28	24	-2	-4	-2	6	6	-2	-4	-8
CCCc1cc(C(=O)N2CCCN(C)CC2)cs1	-10	0	20	-27	0	-14	12	-10	-3	0	6
Cc1ccc(C)c(S(=O)(=O)NCc2cccnc2)c1	12	7	4	-3	2	1	5	-6	-12	13	-7
Cn1cc(-c2ccc(C(=O)Nc3cccc(Oc4ccccc4)c3)c3occc23)cn1	-12	-64	-21	-19	5	-41	-26	-8	-5	-6	/
O=C(O)CCCN1C(=O)C(=O)/C(=C(/O)c2ccc(Cl)cc2)C1c1ccccc1 (stereo unspecified)	-4	18	-12	6	-4	3	-12	-4	-4	2	-5
Fc1cc(Br)ccc1NC(=S)Nc1ccccc1	-47	-15	-17	33	-1	-15	-10	-13	-5	-1	4
CCOc1cc2c(cc1OCC)C(C(=O)O)C(c1cc(Br)c(O)c(OC)c1)N(C)C2=O (stereo unspecified)	-4	-2	-4	-4	-9	-1	-4	13	-1	-1	-6
COc1ccc(-c2nc(CS(=O)(=O)CC(=O)NCCCN3CCN(C)CC3)c(C)o2)cc1	8	4	-19	1	-3	-26	8	4	-6	-2	-5
CCn1c(SCC(=O)N2CCC(C)CC2)nc2c1c(=O)n(C)c(=O)n2C	-26	6	1	20	12	13	0	-19	-15	-9	-8
O=C(NCC(=O)N1CCN(c2ccccc2O)CC1)C1CCCCC1	-23	-3	-13	6	-4	-21	19	-4	-3	-9	4
Cc1cc(-c2nc3c4c5c(sc4[nH]c(=O)n3n2)CCC5)c(C)o1	-11	9	30	-12	5	/	/	4	-8	2	-5
COCCNc1c(-c2ccc(OC)cc2)nc2ccc(Cl)cn12	-38	-31	-92	-17	3	-30	-19	-17	-15	-2	-8
NC(=O)CCNC(=O)c1ccc(Cl)cc1	8	2	9	10	-4	-5	6	3	6	-1	-4
O=C(COC(=O)c1ccc(F)c(S(=O)(=O)N2CCOCC2)c1)c1ccc(Br)cc1	-13	9	7	-12	8	-4	19	19	-8	11	-5
Cc1cccc(C(OC(=O)c2ccco2)C(=O)NCc2ccccc2)n1 (stereo unspecified)	4	3	-10	6	5	-34	17	-3	-12	-5	2
Clc1ccc(Cc2ccccn2)cc1	-14	5	8	13	-17	18	1	-25	-9	-1	-2
CC(C)(C)c1ccc(SCCc2ccncc2)cc1	-7	-7	32	-4	-1	34	25	-6	2	-10	-2
O=C(CN1C(=O)C2C3C=CC(C3)C2C1=O)NCC1COc2ccccc2O1 (stereo unspecified)	1	-6	14	-24	6	-45	7	-22	1	-4	3
COc1cc(/C=N/NC(=O)C(N)=O)cc(OC)c1O	6	13	0	4	-3	19	-3	-8	-6	0	2

12 entries from above in another layout.
The line under a structure holds: NCOA1 inh | SRC3 inh | LRH-1 inv ag | TWEAK-Fn14 inh | ABHD5 PLIN5 PPI | SRC2 inh | NR2F2 inh | TROY signal inh | NOD2 RIPK2 PPI | Granule exo inh | TLR9-MyD88 inh
- C=CCNC(=O)CSc1nc2sc3c(c2c(=O)n1CCCOC)CCC3
→ 8 | -14 | 9 | -10 | 3 | -25 | 7 | 14 | -13 | 0 | -10
- C/C(=N\NC(=O)c1ccn(C)n1)c1ccco1
→ -52 | -55 | -115 | 14 | 4 | -38 | -34 | -18 | 1 | -8 | 3
- COCCCN=Cc1c(C)[nH]n(-c2ccc(Br)c(C)c2)c1=O
→ -89 | -61 | -99 | 65* | 6 | -41 | -22 | 71* | 4 | -7 | 3
- Cc1ccc(-n2nnnc2Sc2nc([N+](=O)[O-])nn2C)cc1C
→ 4 | 28 | 24 | -2 | -4 | -2 | 6 | 6 | -2 | -4 | -8
- CCCc1cc(C(=O)N2CCCN(C)CC2)cs1
→ -10 | 0 | 20 | -27 | 0 | -14 | 12 | -10 | -3 | 0 | 6
- Cc1ccc(C)c(S(=O)(=O)NCc2cccnc2)c1
→ 12 | 7 | 4 | -3 | 2 | 1 | 5 | -6 | -12 | 13 | -7
- Cn1cc(-c2ccc(C(=O)Nc3cccc(Oc4ccccc4)c3)c3occc23)cn1
→ -12 | -64 | -21 | -19 | 5 | -41 | -26 | -8 | -5 | -6 | /
- O=C(O)CCCN1C(=O)C(=O)/C(=C(/O)c2ccc(Cl)cc2)C1c1ccccc1 (stereo unspecified)
→ -4 | 18 | -12 | 6 | -4 | 3 | -12 | -4 | -4 | 2 | -5
- Fc1cc(Br)ccc1NC(=S)Nc1ccccc1
→ -47 | -15 | -17 | 33 | -1 | -15 | -10 | -13 | -5 | -1 | 4
- CCOc1cc2c(cc1OCC)C(C(=O)O)C(c1cc(Br)c(O)c(OC)c1)N(C)C2=O (stereo unspecified)
→ -4 | -2 | -4 | -4 | -9 | -1 | -4 | 13 | -1 | -1 | -6
- COc1ccc(-c2nc(CS(=O)(=O)CC(=O)NCCCN3CCN(C)CC3)c(C)o2)cc1
→ 8 | 4 | -19 | 1 | -3 | -26 | 8 | 4 | -6 | -2 | -5
- CCn1c(SCC(=O)N2CCC(C)CC2)nc2c1c(=O)n(C)c(=O)n2C
→ -26 | 6 | 1 | 20 | 12 | 13 | 0 | -19 | -15 | -9 | -8
